Screens: PubChem, several laboratories
GPR55 activation: selective activators of receptor GPR55 – imaging, U2OS cells, beta-arrestin-GFP redistribution, primary screen (AID 1961). 0.048% of 290,000 active. one-dose activation, % at 10 µM; EC50 in µM for titrated hits. U2OS GPR55 beta-arrestin-GFP redistribution imaging; higher % means a stronger effect;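 active means activation above 40% with more than 50 cells counted in the well; inconclusive means wells holding fewer than 50 cells, flagged as toxic or sparse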;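 further: U2OS osteosarcoma cells stably expressing GPR55 and beta-arrestin-GFP; plate controls were DMSO negative control for no effect and LPI positive control for full effect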
GPR35 antagonists: GPR35 antagonists blocking zaprinast-driven arrestin recruitment, primary screen, imaging, U2OS, beta-arrestin-GFP, zaprinast agonist (AID 2058). U2OS GPR35 beta-arrestin-GFP translocation imaging, zaprinast antagonism; higher % means a stronger effect. one-dose inhibition, % at 10 µM; IC50 in µM for titrated hits. 0.052% of 290,000 active;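 active means inhibition of at least 50% with at least 30 cells and total cytoplasm GFP at most 10,000,000; inconclusive means under 30 cells or total GFP of 10,000,000 plus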
NTR1 ag: NTR1-driven beta-arrestin-GFP spot formation – imaging, U2OS cells, high content, primary screen (AID 493036); agonist mode; activation, % at 20 µM; 0.17% of 330,000 active;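 active means activation at or above 40% of the spot to cytoplasm intensity ratio, with at least 20 cells analyzed; inconclusive means wells under 20 cells, flagged as cytotoxic or low count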;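 further: 0% = DMSO without peptide and 100% = 100 nM NTR1 peptide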
Target sequence (P30989 whole entry, looked up): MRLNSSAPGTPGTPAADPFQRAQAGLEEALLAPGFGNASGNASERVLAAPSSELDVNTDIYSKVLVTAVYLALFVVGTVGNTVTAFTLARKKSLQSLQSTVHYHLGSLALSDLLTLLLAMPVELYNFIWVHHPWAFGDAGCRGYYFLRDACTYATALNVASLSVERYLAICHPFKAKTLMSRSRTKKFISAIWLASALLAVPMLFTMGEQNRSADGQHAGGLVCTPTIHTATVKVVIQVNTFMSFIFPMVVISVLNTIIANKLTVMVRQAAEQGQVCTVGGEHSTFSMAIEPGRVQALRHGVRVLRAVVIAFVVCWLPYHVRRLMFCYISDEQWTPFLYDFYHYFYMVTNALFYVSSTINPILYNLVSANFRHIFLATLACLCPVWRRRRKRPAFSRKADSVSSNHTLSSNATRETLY
NOD1 NF-kB reporter: NOD1 signaling inhibitors, primary screen, cell-based, luminescence, uHTS (AID 1578) | one-dose inhibition, % at 4 µM; EC50 in µM for titrated hits | 1% of 290,000 active | NOD1-driven NF-kB luciferase reporter cells, luminescence; higher % means a stronger effect; in the data active means inhibition mostly above about 36%, no sharp cut-off; inactive means mostly below about 34%;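 further: HEK-293T reporter cells stimulated with the NOD1 agonist gamma-tri-DAP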
Rac1 GTP hydrolysis: MgcRacGAP GTPase-activating activity inhibitors, confirmation, biochemical, ADP Hunter fluorescence; MgcRacGAP-stimulated Rac1 GTP hydrolysis, ADP Hunter fluorescence; higher % means a stronger effect; GST-tagged Rac1 F28L mutant substrate; inhibition, % at 30 µM; hits with a dose series show IC50 in µM; 0.6% of 340,000 active;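 active means first-screen hits whose inhibition reached a set limit at any dose in the follow-up dose series; inconclusive means inhibition above the set first-screen limit but never retested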;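 further: fluorescence reports GDP produced by GAP-driven GTP hydrolysis; strong numbers were not always called active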
GPR55 LPI antagonism: GPR55 antagonists blocking LPI-driven arrestin recruitment, primary screen, imaging, U2OS, beta-arrestin-GFP, LPI agonist (AID 2013); 0.13% of 290,000 active; U2OS GPR55 beta-arrestin-GFP translocation imaging, LPI antagonism; higher % means a stronger effect; one-dose inhibition, % at 10 µM; IC50 in µM for titrated hits;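 active means spots per cell inhibited over 60%, with over 100 cells counted and total cytoplasm intensity under 500,000; inconclusive means wells with under 100 cells, flagged as likely toxic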;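 further: U2OS cells stably carrying GPR55 and arrestin-GFP stimulated by 5 µM LPI near EC80; imaged beta-arrestin-GFP aggregate spots per cell after agonist stimulation; plate controls were LPI-stimulated DMSO wells for no effect and DMSO wells without LPI for full effect; some results filed as inactive read as strong as hits; confirmed hits need IC50 under 10 µM and bright autofluorescent wells are also inconclusive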
K1F lysis inhibition: inhibition of K1F phage lysis, E. coli UTI89, bacterial capsule biogenesis inhibitors, alamar blue (AID 488966). E. coli UTI89 K1F phage lysis, alamar blue, 2 h; higher % means a stronger effect. inhibition, % at 100 µM, or IC50 in µM where a hit was titrated. 0.02% of 340,000 active;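 active means phage lysis inhibition, versus mean bacterial control, above a set limit; inconclusive means no clear call, values can overlap the other calls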;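 further: capsule biogenesis inhibitors block K1F phage lysis so surviving cells raise fluorescence; higher fluorescence means more inhibition of phage lysis; actives were called in the ten point dose series up to 300 µM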
KOR beta-arrestin-1: KOR agonists, beta-arrestin recruitment, primary screen, cell-based, luminescence, uHTS (AID 1777). activation, % at 10 µM, or EC50 in µM where a hit was titrated. KOR beta-arrestin recruitment, luminescence; higher % means a stronger effect. 0.02% of 280,000 active; in the data active means activation above about 50%, passing the limit was not always enough; further: a part of the inactive calls stands beside numbers as strong as those of hits
KOR beta-arrestin-2: kappa opioid receptor blockers – cell-based, luminescence, uHTS (AID 1778) | KOR beta-arrestin recruitment, luminescence, antagonist mode; higher % means a stronger effect | inhibition, % at 10 µM, or IC50 in µM where a hit was titrated | 0.091% of 290,000 active; in the data active means inhibition above about 50%; further: strong numbers were not always called active
NTR1 ag cell count 20 µM: also measured in NTR1 ag; calls as there; cell count; measured here: cell count, cytotoxicity flag
Starred values were filed as active, the others as inactive; ? = inconclusive; . = not tested or not shown; [ ] = remark or other dose. A portion of the library. The share of hits here may be higher or lower than overall.

No.	structure	GPR55 activation	GPR35 antagonists	NTR1 ag	NTR1 ag cell count 20 µM	NOD1 NF-kB reporter
1	CCOC(=O)C1=C(C)OC(N)=C(C#N)C1c1cc(SCC)oc1C (stereo not given)	0.1%	0%	1.8	71	0%
2	COC(=O)c1cc(NC(=O)c2ccccc2)c(=O)oc1/C=C/Nc1ccc(Oc2ccccc2)cc1	0.6%	?	-0.3	20	-22%
3	CCC(=O)NC1(C(F)(F)F)C(=O)Nc2c1c(=O)n(C)c(=O)n2C (stereo not given)	0.2%	14%	-1.9	83	-2%
4	CCOC(=O)C1=C(C)NC(C)=C(C(=O)OCC)C1c1ccc([N+](=O)[O-])s1	-0.4%	8%	5.0	58	3%
5	CCOC(=O)N1CCN(C(=O)c2ccc3c(=O)n(Cc4ccccc4OC)c(=S)[nH]c3c2)CC1	1.0%	14%	2.6	63	9%
6	Cc1sc2c(c1C)c(=O)nc1scc(CC(=O)O)n12	-0.1%	3%	-1.0	95	1%
7	COc1ccc(S(=O)(=O)N(C)C)cc1NC(=O)Cc1cccs1	0.4%	2%	-0.2	63	-6%
8	CCC(C)(C)NC(=O)CN(Cc1ccccc1)C(=O)CCC(=O)Nc1nccs1	-0.1%	11%	0.2	69	-9%
9	O=C(CN1CCOCC1)N1N=C(c2cccs2)CC1c1cccs1 (stereo not given)	0.2%	22%	0.9	50	-16%
10	Cc1cc(C(=O)NC(C)c2ccncc2)cs1 (stereo not given)	0.0%	0%	1.7	81	-6%

No.	Rac1 GTP hydrolysis	GPR55 LPI antagonism	K1F lysis inhibition	KOR beta-arrestin-1	KOR beta-arrestin-2
1	5%	10%	0.5%	-7.6%	16%
2	5%	39%	1.1%	-6.2%	-5%
3	3%	10%	1.2%	-1.3%	-23%
4	6%	27%	.	-0.1%	-4%
5	-9%	8%	-5.6%	-3.6%	21%
6	1%	5%	-0.2%	-1.7%	8%
7	9%	8%	0.3%	-4.3%	-15%
8	1%	5%	0.2%	-3.4%	32%
9	-1%	13%	-0.3%	.	16%[20 µM]
10	7%	8%	0.8%	-6.5%	17%

Next records:
No.	structure	GPR55 activation	GPR35 antagonists	NTR1 ag	NTR1 ag cell count 20 µM	NOD1 NF-kB reporter
11	Cc1ccccc1NC(=O)CC1c2ccccc2CC(C)(C)N1C (stereo not given)	0.5%	15%	17	32	-26%
12	O=S(=O)(NCc1cc(-c2ccccc2Cl)no1)c1ccccc1	-0.3%	-10%	-1.0	73	7%
13	CCCn1nc(-c2ccccc2)c2nc3ccccc3nc21	22%	26%	5.9	45	-2%
14	COc1cccc(-c2cc3nc4c(c(NCC(C)(C)CN(C)C)n3n2)CCCC4)c1	-0.1%	13%	18	57	-25%
15	O=C(/C=C/c1ccccc1)NCc1ccco1	0.0%	15%	0.8	45	-10%
16	Cc1c(Cl)cccc1NC(=O)CNc1ccccc1F	-0.2%	13%	2.4	49	-5%
17	CC(C)NC(=O)C(Sc1ccccc1)c1ccccc1 (stereo not given)	0.0%	-2%	9.7	76	-3%
18	Cc1nn(CC(=O)NCCc2cccs2)c(=O)c2cc3ccccc3n12	0.0%	16%	-1.2	54	-1%
19	O=C(NNC(=O)c1nn(-c2ccc(F)cc2)ccc1=O)c1ccccc1Cl	-0.1%	-13%	-0.7	39	6%
20	Cc1cc(C)cc(NC(=O)N2CCc3ccccc3C2)c1	-0.1%	-14%	0.3	132	-58%

No.	Rac1 GTP hydrolysis	GPR55 LPI antagonism	K1F lysis inhibition	KOR beta-arrestin-1	KOR beta-arrestin-2
11	-9%	7%	2.3%	-0.1%	10%
12	7%	31%	0.1%	2.7%	-24%
13	.	11%	.	0.0%	6%
14	14%	4%	-0.3%	.	-152%[20 µM]
15	6%	-4%	0.8%	-1.4%	10%[20 µM]
16	-4%	8%	0.5%	-1.6%	-2%
17	-2%	0%	0.1%	2.4%	-27%
18	7%	9%	-0.2%	-3.1%	0%
19	3%	-3%	0.4%	-4.3%	22%
20	3%	-2%	0.3%	7.0%	-16%

Rewritten screen by screen: part of the list above.
[15] O=C(/C=C/c1ccccc1)NCc1ccco1
[16] Cc1c(Cl)cccc1NC(=O)CNc1ccccc1F
[17] CC(C)NC(=O)C(Sc1ccccc1)c1ccccc1 (stereo not given)
[18] Cc1nn(CC(=O)NCCc2cccs2)c(=O)c2cc3ccccc3n12

assay / entry | 15 | 16 | 17 | 18
GPR55 activation | 0.0% | -0.2% | 0.0% | 0.0%
GPR35 antagonists | 15% | 13% | -2% | 16%
NTR1 ag | 0.8 | 2.4 | 9.7 | -1.2
NTR1 ag cell count 20 µM | 45 | 49 | 76 | 54
NOD1 NF-kB reporter | -10% | -5% | -3% | -1%
Rac1 GTP hydrolysis | 6% | -4% | -2% | 7%
GPR55 LPI antagonism | -4% | 8% | 0% | 9%
K1F lysis inhibition | 0.8% | 0.5% | 0.1% | -0.2%
KOR beta-arrestin-1 | -1.4% | -1.6% | 2.4% | -3.1%
KOR beta-arrestin-2 | 10%[20 µM] | -2% | -27% | 0%

Additional compounds:
No.	structure	GPR55 activation	GPR35 antagonists	NTR1 ag	NTR1 ag cell count 20 µM	NOD1 NF-kB reporter
21	COc1ccc(CCN2C(=O)C3CC=C(C)CC3C2=O)cc1OC (stereo not given)	-0.4%	-12%	0.5	48	-5%
22	S=C1NC[C@H](Cc2ccccc2)N1CCc1cccc2ccccc12	0.0%	-13%	13	44	8%
23	O=C(NCc1cccc(CNC(=O)c2ccco2)c1)c1ccco1	-0.2%	0%	-0.5	55	-3%
24	C/C(=N\NC(=O)c1cc(-c2cccnc2)nc2ccccc12)c1ccc(O)cc1O	-0.1%	0%	2.1	50	30%
25	CC1CCCN(C(=O)C2CCN(S(=O)(=O)c3ccc4c(c3)CC(C)N4C(=O)C3CC3)CC2)C1 (stereo not given)	0.2%	-8%	1.1	56	-3%
26	Cc1nnc(SCC(=O)NNC(=O)CC#N)[nH]c1=O	-0.2%	4%	0.2	44	-13%
27	COc1ccc(Nc2nc(-c3ccccc3)cs2)cc1	0.3%	-2%	1.6	77	-50%
28	Cc1ccc(C)c(-n2c(Cc3cc(=O)[nH]c(=O)[nH]3)nnc2SCC(=O)NCC2CCCO2)c1 (stereo not given)	-0.1%	1%	0.1	76	37%
29	COc1ccc(N2C(=O)C(Cl)=C(N3CCN(Cc4ccccc4)CC3)C2=O)cc1	0.2%	0%	.	.	-16%
30	COc1ccc(C(=O)C[n+]2ccc3c(c2)nnn3-c2ccccc2)cc1	-0.3%	0%	-0.9	60	-26%

No.	Rac1 GTP hydrolysis	GPR55 LPI antagonism	K1F lysis inhibition	KOR beta-arrestin-1	KOR beta-arrestin-2
21	-4%	-10%	-0.1%	-1.6%	-1%
22	3%	7%	-0.5%	1.7%	7%
23	4%	2%	2.4%	0.8%	7%
24	19%	3%	0.0%	-1.6%	-11%
25	0%	1%	0.0%	-5.6%	-21%
26	1%	4%	1.7%	-3.6%	-1%
27	7%	-5%	-2.3%	-4.3%	28%
28	6%	-9%	0.8%	3.8%	-27%
29	6%	0%	5.0%	-1.8%	19%
30	-11%	-1%	0.0%	-0.5%	19%

Following part.
No.	structure	GPR55 activation	GPR35 antagonists	NTR1 ag	NTR1 ag cell count 20 µM	NOD1 NF-kB reporter
31	COc1ccc(N2CCN(c3ncnc4c3cnn4-c3ccc(C)cc3C)CC2)cc1	-0.1%	21%	3.3	56	-6%
32	CCc1nc(Nc2cccc(OC)c2)c2oc3ccccc3c2n1	0.3%	-11%	10	108	9%
33	c1ccc(Cn2nnc3ccccc32)cc1	-0.1%	-1%	0.4	60	35%
34	CC(Oc1ccccc1Cl)C(=O)Nc1ccccc1C(=O)N1CCOCC1 (stereo not given)	-0.1%	-2%	0.3	67	-105%
35	COc1ccc2[nH]c3c(c2c1)CCN1C(=O)N([C@@H](C)C(=O)NCc2ccccc2OC)C(=O)[C@]31C	-0.1%	-2%	1.4	82	-14%
36	COc1ccccc1CC(=O)Nc1cccc(C(=O)NN2C(=O)c3ccccc3C2=O)c1	-0.1%	18%	-0.8	62	-12%
37	CCCCC(NC(=O)Cc1c(C)c2cc3c(C)c(C)oc3c(C)c2oc1=O)C(=O)O (stereo not given)	0.9%	2%	1.1	46	7%
38	NC(=S)NNc1cc(Cl)cc(Cl)c1	-0.2%	15%	0.7	48	-11%
39	O=C(CCN1CCCO1)N1CCCC(N2CCN(c3cccc(C(F)(F)F)c3)CC2)C1 (stereo not given)	-0.2%	-6%	-0.8	80	-31%
40	Cc1ccccc1Nc1c([N+](=O)[O-])ccc2nonc12	0.0%	7%	0.5	44	-8%

No.	Rac1 GTP hydrolysis	GPR55 LPI antagonism	K1F lysis inhibition	KOR beta-arrestin-1	KOR beta-arrestin-2
31	5%	-2%	0.4%	-3.0%	27%
32	-7%	-12%	-1.1%[50 µM]	-1.5%	-37%
33	0%	3%	0.9%	0.6%	11%
34	8%	12%	0.4%[50 µM]	-1.6%	11%
35	6%	9%	2.8%	-3.5%	-36%[20 µM]
36	9%	-4%	4.5%	-3.5%	22%
37	.	-10%	-0.9%[50 µM]	-0.5%	23%
38	4%	7%	-5.5%	-1.8%	0%
39	1%	8%	0.9%[50 µM]	-0.5%	9%
40	1%	8%	-0.9%[50 µM]	-2.8%	48%

(list continues)
No.	structure	GPR55 activation	GPR35 antagonists	NTR1 ag	NTR1 ag cell count 20 µM	NOD1 NF-kB reporter
41	CC(=O)Nc1c(-c2cc(=O)oc3cc(C)ccc23)oc2ccccc12	-0.1%	-7%	0.5	90	-6%
42	COc1ccc(NN=Nc2nc3c([nH]2)c(=O)n(C)c(=O)n3C)cc1	-0.2%	-15%	-0.1	49	-20%
43	Cc1c(C(=O)N2CCC(Cc3ccccc3)CC2)cccc1[N+](=O)[O-]	-0.1%	9%	3.1	86	-3%
44	CCCCNC(=O)O[C@@H]1C[C@H]2CCC(=O)N3CC[C@@H](C1)[C@@H]23	-0.2%	0%	-1.3	87	-4%

No.	Rac1 GTP hydrolysis	GPR55 LPI antagonism	K1F lysis inhibition	KOR beta-arrestin-1	KOR beta-arrestin-2
41	8%	4%	0.2%	38%	-5%
42	17%	-7%	0.5%	3.2%	-20%
43	-2%	15%	-1.0%	.	-53%[20 µM]
44	9%	12%	3.6%	-4.1%	-5%[20 µM]
